Bioassay records from PubChem.
NOD1 NF-kB reporter – inhibition of NOD1-driven NF-kB reporter – cell-based, luminescence, uHTS, primary screen (AID 1578). NOD1-driven NF-kB luciferase reporter cells, luminescence; higher % means a stronger effect. inhibition, % at 4 µM; hits with a dose series show EC50 in µM. hit rate 1% among 290,000; in the data active = inhibition mostly above about 36%, no sharp cut-off; inactive = mostly below about 34%;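 also: HEK-293T reporter cells stimulated with the NOD1 agonist gamma-tri-DAP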
Yfh1-depleted yeast – enhancers of respiration in Yfh1-depleted yeast, dose response, Friedreich's ataxia, plus single-dose screen (AID 1465). S. cerevisiae Yfh1-off respiration, WST-1 reduction, 72 h; higher fold induction means a stronger effect. fold induction at 50 µM; hits with a dose series show EC50 in µM. hit rate 0.074% among 220,000;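 active = fold induction of absorbance versus untreated yeast above a set limit, then at least 30% activation at any dose in follow-up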;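 also: activators that raise dye reduction in frataxin-depleted yeast; strong numbers were not always called active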
NOD2 inhibition – inhibition of NOD2-driven NF-kB reporter – cell-based, luminescence, uHTS, HEK293 (AID 1566); HEK293 NOD2/NF-kB luciferase reporter, luminescence; higher % means a stronger effect; hit rate 0.63% among 290,000; one-dose inhibition, % at 4 µM; EC50 in µM for titrated hits; also: many of its hits are not listed in these tables
TNAP activation fold – stimulation of alkaline phosphatase TNAP activity – biochemical, luminescent, no phosphate acceptor, uHTS, primary screen (AID 1001); purified TNAP, luminescent activation assay, no phosphate acceptor; higher activation fold means a stronger effect; activation fold at 20 µM; hits with a dose series show EC50 in µM; hit rate 0.03% among 200,000; in the data active = activation fold from about 3, or a potency from the dose series; inactive = the rest, 99 in 100 with activation fold below about 1.6; also: many of its hits are not listed in these tables
KOR beta-arrestin-1 – kappa opioid receptor activators – cell-based, luminescence, uHTS, primary screen (AID 1777); one-dose activation, % at 10 µM; EC50 in µM for titrated hits; hit rate 0.02% among 280,000; KOR beta-arrestin recruitment, luminescence; higher % means a stronger effect; in the data active = activation above about 50%, passing the limit was not always enough; also: a part of the inactive calls stands beside numbers as strong as those of hits
KOR beta-arrestin-2 – KOR antagonists, beta-arrestin recruitment, cell-based, luminescence, uHTS (AID 1778) | hit rate 0.091% among 290,000 | inhibition, % at 10 µM, or IC50 in µM where a hit was titrated | KOR beta-arrestin recruitment, luminescence, antagonist mode; higher % means a stronger effect; also: strong numbers were not always called active
NTR1 ag – agonists of NTR1, primary screen, imaging, U2OS cells, beta-arrestin-GFP, high content (AID 493036); NTR1-U2OS beta-arrestin-GFP spot imaging, agonist mode; activation, % at 20 µM; hit rate 0.17% among 330,000;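 active = activation at or above 40% of the spot to cytoplasm intensity ratio, with at least 20 cells analyzed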;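 also: 0% = DMSO without peptide and 100% = 100 nM NTR1 peptide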
Target sequence (P30989 whole entry, looked up): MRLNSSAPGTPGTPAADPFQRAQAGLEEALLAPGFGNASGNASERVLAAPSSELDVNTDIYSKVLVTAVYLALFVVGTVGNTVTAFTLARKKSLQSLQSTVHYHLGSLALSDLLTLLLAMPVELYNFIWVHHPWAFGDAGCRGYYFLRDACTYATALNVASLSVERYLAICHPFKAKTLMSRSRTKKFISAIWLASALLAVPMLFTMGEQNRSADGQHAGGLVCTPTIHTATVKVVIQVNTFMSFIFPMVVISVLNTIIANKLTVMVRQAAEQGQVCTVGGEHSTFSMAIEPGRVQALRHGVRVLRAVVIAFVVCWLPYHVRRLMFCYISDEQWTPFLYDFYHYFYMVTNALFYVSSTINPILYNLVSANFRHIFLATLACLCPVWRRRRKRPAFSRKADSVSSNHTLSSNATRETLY
CSM14.1 death rescue – protection against thapsigargin-triggered cell killing – 384-well, CSM14.1, ATP luminescence, primary screen (AID 1222); cellular ATP content (survival), % at 20 µM; hits with a dose series show EC50 in µM; 190,000 tested, under 10 active; CSM14.1 thapsigargin-induced death rescue, ATP luminescence; higher % means a stronger effect;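 active = EC50 below 50 µM in the dose-response confirmation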;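 also: death triggered by thapsigargin at about 15 µM added after 2 h compound pretreatment; cell ATP read after overnight thapsigargin exposure of roughly 18 to 22 hours; normalized against plate controls of thapsigargin alone and 5% DMSO vehicle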
GPR55 beta-arrestin – GPR55 agonists via beta-arrestin recruitment, primary screen, imaging, U2OS cells, beta-arrestin-GFP redistribution (AID 1961); hit rate 0.048% among 290,000; activation, % at 10 µM; hits with a dose series show EC50 in µM; U2OS GPR55 beta-arrestin-GFP redistribution imaging; higher % means a stronger effect;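 active = activation above 40% with more than 50 cells counted in the well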;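 also: U2OS osteosarcoma cells stably expressing GPR55 and beta-arrestin-GFP; plate controls were DMSO negative control for no effect and LPI positive control for full effect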
NTR1 ag cell count 20 µM – second read-out of NTR1 ag, no call of its own (marks repeat the call); cell count; measured here: cell count, cytotoxicity flag
* marks the source's active call; other numbers are inactive results; [ ] = remark or other dose. Rule as the data show it, unless noted: active = inhibition above about 50%; inactive = the rest. An excerpt; rates above refer to the full screens.

For O=C(NC(NC(=O)c1c(F)cccc1F)c1ccc([N+](=O)[O-])cc1)c1c(F)cccc1F the results were NOD1 NF-kB reporter -0.4%, NOD2 inhibition 9.4%, KOR beta-arrestin-1 -1.3%, KOR beta-arrestin-2 2.9%, NTR1 ag -1.4, GPR55 beta-arrestin 0.0% and NTR1 ag cell count 20 µM 102.
For COc1cc(/C=C/C(=O)O)cc2c1OCCO2 the results were NOD1 NF-kB reporter -16.3%, Yfh1-depleted yeast inactive, NOD2 inhibition 11.4%, TNAP activation fold 1.1, KOR beta-arrestin-1 -0.9%, KOR beta-arrestin-2 -4.3%, NTR1 ag 0.9, CSM14.1 death rescue -0.2%, GPR55 beta-arrestin 0.3% and NTR1 ag cell count 20 µM 65.
Screening Cc1nn(CCCC(=O)NCc2ccc(F)cc2)c(C)c1[N+](=O)[O-] returned NOD1 NF-kB reporter 23.6%, Yfh1-depleted yeast inactive, NOD2 inhibition -23.5%, TNAP activation fold 1.2, KOR beta-arrestin-1 0.5%, KOR beta-arrestin-2 14.1%, NTR1 ag 0.0, CSM14.1 death rescue -1.0%, GPR55 beta-arrestin -0.3% and NTR1 ag cell count 20 µM 39.
`CN1C(=O)/C(=C\c2ccccc2OCc2ccccc2)SC1=S` gave NOD1 NF-kB reporter -2.1%, NOD2 inhibition 2.4%, KOR beta-arrestin-1 1.0%, KOR beta-arrestin-2 -7.5%, NTR1 ag 8.1, GPR55 beta-arrestin -0.3% and NTR1 ag cell count 20 µM 80.
Screening COc1ccccc1/C=C/c1nc(S(=O)(=O)c2ccccc2)c(NCCN(C)C)o1 returned NOD1 NF-kB reporter 5.2%, NOD2 inhibition 12.9%, KOR beta-arrestin-1 4.1%, KOR beta-arrestin-2 -33.6%, NTR1 ag 1.7, GPR55 beta-arrestin 0.3% and NTR1 ag cell count 20 µM 42.
`CCO[C@@H]1OC(C(=O)N2CCN(C)CC2)=C[C@H](C2CCCCC2)[C@H]1CCCO` gave NOD1 NF-kB reporter -12.2%, Yfh1-depleted yeast inactive, NOD2 inhibition -3.1%, TNAP activation fold 1, KOR beta-arrestin-1 -3.2%, KOR beta-arrestin-2 11.9%, NTR1 ag 2.9, CSM14.1 death rescue -0.5%, GPR55 beta-arrestin -0.2% and NTR1 ag cell count 20 µM 57.
For CC(C)C(C)NC(=O)COc1ccc(S(=O)(=O)N2CCOCC2)cc1Cl (stereo not drawn) the results were NOD1 NF-kB reporter 20.9%, Yfh1-depleted yeast inactive, NOD2 inhibition -1.3%, TNAP activation fold 1, KOR beta-arrestin-1 5.1%, KOR beta-arrestin-2 -14.4%, NTR1 ag 1.4, CSM14.1 death rescue -1.2%, GPR55 beta-arrestin -0.7% and NTR1 ag cell count 20 µM 46.
`Cc1cccc(C(=O)N/N=C/c2ccncc2)c1` gave NOD1 NF-kB reporter -5.4%, Yfh1-depleted yeast inactive, NOD2 inhibition -3.6%, TNAP activation fold 1.1, KOR beta-arrestin-1 1.0%, KOR beta-arrestin-2 11.2%, NTR1 ag -0.1, CSM14.1 death rescue -0.4%, GPR55 beta-arrestin -0.1% and NTR1 ag cell count 20 µM 74.
Screening O=C(CN1CCN(Cc2ccccc2Cl)CC1)N=Nc1c(O)[nH]c2ccccc12 returned NOD1 NF-kB reporter 1.0%, Yfh1-depleted yeast inactive, NOD2 inhibition 12.0%, TNAP activation fold 1.1, KOR beta-arrestin-1 -2.6%, KOR beta-arrestin-2 9.8%, NTR1 ag 2.2, CSM14.1 death rescue -1.1%, GPR55 beta-arrestin 0.3% and NTR1 ag cell count 20 µM 45.
For Cc1cc(NC(=O)CN(C)S(=O)(=O)c2ccc(-c3ccc(=O)[nH]n3)s2)ccc1Br the results were NOD1 NF-kB reporter -14.7%, NOD2 inhibition 14.6%, KOR beta-arrestin-1 3.5%, KOR beta-arrestin-2 -52.4%, NTR1 ag -0.2, GPR55 beta-arrestin 0.2% and NTR1 ag cell count 20 µM 60.
CCCCCCN(C(=O)CCCCCN1C(=O)NC(c2ccc(Cl)cc2)C(C(=O)OCc2ccccc2)=C1C)C(C(=O)NCCCC)c1ccc(OCC(=O)OC)c(C(=O)OC)c1 (stereo not drawn) was read as NOD1 NF-kB reporter -35.0%, Yfh1-depleted yeast inactive, NOD2 inhibition 2.7%, TNAP activation fold 1.1, KOR beta-arrestin-1 -3.7%, KOR beta-arrestin-2 13.0%, CSM14.1 death rescue -5.1% and GPR55 beta-arrestin -0.1%.
For COc1ccccc1NS(=O)(=O)c1ccc(O)cc1 the results were NOD1 NF-kB reporter 7.4%, Yfh1-depleted yeast inactive, NOD2 inhibition 12.6%, TNAP activation fold 1, KOR beta-arrestin-1 -2.4%, KOR beta-arrestin-2 15.6%, NTR1 ag -2.2, CSM14.1 death rescue -1.1%, GPR55 beta-arrestin 0.2% and NTR1 ag cell count 20 µM 54.
Screening NNC(=O)Cn1c(-c2nonc2N)nc2ccccc21 returned NOD1 NF-kB reporter -48.1%, Yfh1-depleted yeast inactive, NOD2 inhibition 6.5%, TNAP activation fold 1.1, NTR1 ag -0.2, CSM14.1 death rescue -0.1%, GPR55 beta-arrestin -0.3% and NTR1 ag cell count 20 µM 52.
For O=C(OCc1nnc(-c2ccccc2)o1)C1=COCCO1 the results were NOD1 NF-kB reporter -28.3%, Yfh1-depleted yeast inactive, NOD2 inhibition -8.4%, TNAP activation fold 1.1, KOR beta-arrestin-1 -3.6%, KOR beta-arrestin-2 40.0%, NTR1 ag 0.8, CSM14.1 death rescue -2.1%, GPR55 beta-arrestin -0.3% and NTR1 ag cell count 20 µM 71.
For CCOP(=O)(OCC)C(Nc1cccc([N+](=O)[O-])c1)c1ccccc1 (stereo not drawn) the results were NOD1 NF-kB reporter -6.4%, Yfh1-depleted yeast inactive, NOD2 inhibition 7.1%, KOR beta-arrestin-1 -0.9%, KOR beta-arrestin-2 22.3%, NTR1 ag -0.5, GPR55 beta-arrestin 0.3% and NTR1 ag cell count 20 µM 62.
For COc1ccc(-c2nc3ccccc3c(=O)n2CCOc2cc(C)ccc2C)cc1 the results were NOD1 NF-kB reporter -2.6%, Yfh1-depleted yeast inactive, NOD2 inhibition 15.8%, TNAP activation fold 1, KOR beta-arrestin-1 2.5%, KOR beta-arrestin-2 18.9%, NTR1 ag -1.7, CSM14.1 death rescue -0.8%, GPR55 beta-arrestin 0.0% and NTR1 ag cell count 20 µM 68.
Cc1ccc(NC(=O)C2CC(O)CN2C(=O)OCc2ccccc2)c(C)c1 (stereo not drawn) was read as NOD1 NF-kB reporter -20.2%, NOD2 inhibition 7.3%, KOR beta-arrestin-1 -4.8%, KOR beta-arrestin-2 6.1%, NTR1 ag -0.4, GPR55 beta-arrestin -0.1% and NTR1 ag cell count 20 µM 47.
`Cc1cc2ncn(CC(C)C)c2cc1C` gave NOD1 NF-kB reporter -26.3%, Yfh1-depleted yeast inactive, NOD2 inhibition 20.1%, TNAP activation fold 1, KOR beta-arrestin-2 -54.1%[20 µM], NTR1 ag 0.0, CSM14.1 death rescue 1.4%, GPR55 beta-arrestin 0.8% and NTR1 ag cell count 20 µM 21.
CCOc1ccc(-c2csc3nc[nH]c(=O)c23)cc1 was read as NOD1 NF-kB reporter -6.7%, NOD2 inhibition 11.3%, KOR beta-arrestin-1 4.9%, KOR beta-arrestin-2 7.3%, NTR1 ag 1.2, GPR55 beta-arrestin -0.1% and NTR1 ag cell count 20 µM 51.
For CCOC(=O)c1[nH]c2ccc(C)cc2c1NC(=O)CN1CCCCC1 the results were NOD1 NF-kB reporter -12.3%, Yfh1-depleted yeast inactive, NOD2 inhibition 6.7%, TNAP activation fold 1.1, KOR beta-arrestin-1 -2.1%, KOR beta-arrestin-2 8.8%, NTR1 ag 1.3, CSM14.1 death rescue -2.2%, GPR55 beta-arrestin -0.3% and NTR1 ag cell count 20 µM 68.
Cc1ccc(S(=O)(=O)N2CCN(S(=O)(=O)c3ccccc3)C2)cc1 was read as NOD1 NF-kB reporter -12.0%, NOD2 inhibition 0.1%, TNAP activation fold 1.2, KOR beta-arrestin-1 -4.2%, KOR beta-arrestin-2 2.5%, CSM14.1 death rescue -0.8% and GPR55 beta-arrestin -0.1%.
COc1ccc(-n2c(C)c(C(C)=O)c3cc(OCC(N)=O)ccc32)cc1 was read as NOD1 NF-kB reporter -7.1%, Yfh1-depleted yeast inactive, NOD2 inhibition 36.9%, TNAP activation fold 1.1, KOR beta-arrestin-1 -6.4%, KOR beta-arrestin-2 -11.2%, NTR1 ag 2.7, CSM14.1 death rescue 1.5%, GPR55 beta-arrestin -0.1% and NTR1 ag cell count 20 µM 54.
For CC(C1CC1)N(Cc1ccccc1)C(=O)NC(=O)c1ccc(F)cc1 (stereo not drawn) the results were NOD1 NF-kB reporter -23.2%, Yfh1-depleted yeast inactive, NOD2 inhibition 11.8%, TNAP activation fold 1.2, KOR beta-arrestin-1 -6.1%, KOR beta-arrestin-2 -1.1%, NTR1 ag 1.4, CSM14.1 death rescue 0.4%, GPR55 beta-arrestin 0.6% and NTR1 ag cell count 20 µM 65.
For CCc1nc(SCC(=O)Nc2ccnc3ccccc23)n[nH]1 the results were NOD1 NF-kB reporter 15.4%, Yfh1-depleted yeast inactive, NOD2 inhibition 3.4%, TNAP activation fold 0.9, KOR beta-arrestin-1 3.6%, KOR beta-arrestin-2 -17.8%, NTR1 ag -0.1, CSM14.1 death rescue -0.6%, GPR55 beta-arrestin -0.1% and NTR1 ag cell count 20 µM 56.
`CC(=O)N(Cc1cccc(Br)c1)c1ccc(N2CCOCC2)c(Cl)c1` gave NOD1 NF-kB reporter 33.0%, NOD2 inhibition 19.1%, KOR beta-arrestin-1 -6.0%, KOR beta-arrestin-2 -3.7%[20 µM], NTR1 ag 0.1, GPR55 beta-arrestin 0.2% and NTR1 ag cell count 20 µM 68.
CC(=O)c1ccc(OCc2cc(C(=O)N3CCCCC3c3cccnc3)no2)cc1 (stereo not drawn) was read as NOD1 NF-kB reporter -48.3%, NOD2 inhibition -28.1%, KOR beta-arrestin-1 0.4%, KOR beta-arrestin-2 -21.2%, NTR1 ag 0.2, GPR55 beta-arrestin 0.3% and NTR1 ag cell count 20 µM 79.
For COc1ccc(C(=O)CCC(=O)N2CCN(c3ccc(C)cc3)C(C)C2)cc1 (stereo not drawn) the results were NOD1 NF-kB reporter -26.0%, NOD2 inhibition 19.1%, KOR beta-arrestin-1 0.7%, KOR beta-arrestin-2 -39.5%, NTR1 ag -1.0, GPR55 beta-arrestin 0.1% and NTR1 ag cell count 20 µM 50.
